# NS5 inhibitors = Dengue-2 NS5 methyltransferase inhibitors, primary screen, biochemical, confirmation dose response (AID 588689). Dengue-2 NS5 methyltransferase capping enzyme assay, biochemical; higher % means a stronger effect. inhibition, % at 25 µM, or IC50 in µM where a hit was titrated. hit rate 0.3% among 340,000; in the data active = a potency from the dose series; inconclusive = inhibition above about 29% without an active follow-up result
# SIAH1 antagonists = Siah-1 peptide-binding antagonists, primary screen, biochemical, fluorescence polarization, rhodamine-plectin, uHTS (AID 1817) | hit rate 0.02% among 290,000 | Siah-1 / rhodamine-plectin peptide fluorescence polarization; higher % means a stronger effect | displacement, % at 20 µM, or IC50 in µM where a hit was titrated | E3 ubiquitin-protein ligase SIAH1 (Homo sapiens);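 active = displacement of at least 50% at 20 µM, with a fluorescence ratio check between 0.3 and a set limit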;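 note: plate controls were Siah plus tracer with DMSO for no effect and tracer alone without Siah for full effect; strong numbers were not always called active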
# West Nile virus CPE = West Nile virus antiviral activity, cell-based, CPE readout (AID 1621). West Nile virus-infected cells, CPE inhibition; higher % means a stronger effect. CPE inhibition, % at 10 µM; hits with a dose series show IC50 in µM. hit rate 0.02% among 290,000; in the data active = a potency from the dose series; inconclusive = CPE inhibition mostly from about 3.7% at the one dose, without a potency; inactive = the rest, 99 in 100 with CPE inhibition below about 2.2%; note: strong numbers were not always called active
# UTI89 phage lysis = inhibition of K1F phage lysis, E. coli UTI89, bacterial capsule biogenesis inhibitors, alamar blue (AID 488966); E. coli UTI89 K1F phage lysis, alamar blue, 2 h; higher % means a stronger effect; inhibition, % at 100 µM, or IC50 in µM where a hit was titrated; hit rate 0.02% among 340,000;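 active = phage lysis inhibition, versus mean bacterial control, above a set limit; inconclusive = no clear call, values can overlap the other calls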;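 note: capsule biogenesis inhibitors block K1F phage lysis so surviving cells raise fluorescence; higher fluorescence means more inhibition of phage lysis; actives were called in the ten point dose series up to 300 µM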
# Large T inhibition = SV40 large T antigen inhibitors, biochemical (AID 1903); inhibition, % at 20 µM, or IC50 in µM where a hit was titrated; hit rate 0.39% among 310,000; SV40 large T antigen ATPase/helicase inhibition assay; higher % means a stronger effect; in the data active = a potency from the dose series; inconclusive = inhibition mostly from about 32% at the one dose, without a potency; inactive = the rest, 99 in 100 with inhibition below about 32%; note: strong numbers were not always called active
# RSV CPE inhibition = RSV antiviral activity via CPE protection, HEp-2 cells, primary 10 µM value included (AID 2391); HEp-2 cells, RSV-induced CPE inhibition; higher % means a stronger effect; CPE inhibition, % at 10 µM, or IC50 in µM where a hit was titrated; hit rate 0.13% among 310,000; in the data active = a potency from the dose series; inconclusive = CPE inhibition mostly from about 23% at the one dose, without a potency; inactive = the rest, 99 in 100 with CPE inhibition below about 21%; note: strong numbers were not always called active
# NTR1 agonist = agonists of NTR1, primary screen, imaging, U2OS cells, beta-arrestin-GFP, high content (AID 493036); NTR1-U2OS beta-arrestin-GFP spot imaging, agonist mode; Neurotensin receptor type 1 (Homo sapiens), P30989; activation, % at 20 µM; hit rate 0.17% among 330,000;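 active = activation at or above 40% of the spot to cytoplasm intensity ratio, with at least 20 cells analyzed; inconclusive = wells under 20 cells, flagged as cytotoxic or low count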;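 note: 0% = DMSO without peptide and 100% = 100 nM NTR1 peptide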
# Target sequence (P30989 whole entry, looked up): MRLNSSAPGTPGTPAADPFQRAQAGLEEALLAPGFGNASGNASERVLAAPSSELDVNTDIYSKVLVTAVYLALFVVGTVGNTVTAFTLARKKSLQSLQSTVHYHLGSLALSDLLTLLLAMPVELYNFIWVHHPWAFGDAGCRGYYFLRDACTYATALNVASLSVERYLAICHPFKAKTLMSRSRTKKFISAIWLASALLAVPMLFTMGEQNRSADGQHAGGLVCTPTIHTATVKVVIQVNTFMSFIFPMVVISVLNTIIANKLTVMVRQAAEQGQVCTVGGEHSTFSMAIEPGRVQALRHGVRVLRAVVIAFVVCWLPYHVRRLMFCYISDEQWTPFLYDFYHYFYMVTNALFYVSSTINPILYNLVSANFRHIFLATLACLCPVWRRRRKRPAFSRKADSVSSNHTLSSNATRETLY
# Rac1 GTP hydrolysis = MgcRacGAP GTPase-activating activity inhibitors, confirmation, biochemical, ADP Hunter fluorescence; hit rate 0.6% among 340,000; Rac GTPase-activating protein 1 (Homo sapiens); AID 624330, 2012; one-dose inhibition, % at 30 µM; IC50 in µM for titrated hits; MgcRacGAP-stimulated Rac1 GTP hydrolysis, ADP Hunter fluorescence; higher % means a stronger effect; GST-tagged Rac1 F28L mutant substrate;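 active = first-screen hits whose inhibition reached a set limit at any dose in the follow-up dose series; inconclusive = inhibition above the set first-screen limit but never retested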;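 note: fluorescence reports GDP produced by GAP-driven GTP hydrolysis; strong numbers were not always called active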
# AID2073 = inhibitors of Mint1-CaV2.2 protein interaction, biochemical, HTRF (AID 2073) | HTRF protein-protein interaction, Mint1-CaV2.2; higher % means a stronger effect | inhibition, % at 20 µM, or IC50 in µM where a hit was titrated | hit rate 0.19% among 290,000; in the data active = inhibition mostly above about 51%, no sharp cut-off; inconclusive = no clear call, values can overlap the other calls; inactive = mostly below about 53%; note: some results filed as inactive read as strong as hits
# NTR1 agonist cell count 20 µM = second read-out of NTR1 agonist, no call of its own (marks repeat the call); cell count; measured here: cell count, cytotoxicity flag
# NS5 inhibitors pilot replicate = further read-out of NS5 inhibitors, marked with its call; inhibition, %; measured here: pilot screen replicate inhibition
# The depositor's hits bear a star; ? = inconclusive; . = not tested or not shown; [ ] = remark or other dose. Random draw from the library; overall some 1.6% were active at least once.
SMILES,NS5 inhibitors,SIAH1 antagonists,West Nile virus CPE,UTI89 phage lysis,Large T inhibition,RSV CPE inhibition,NTR1 agonist,NTR1 agonist cell count 20 µM,Rac1 GTP hydrolysis,AID2073,others
Cc1c(C(=O)NCC(C)(C)N2CCOCC2)oc2ccccc12,-3%,.,.,0.3%[50 µM],.,1.4%,3.4,52,5%,.,
COc1ccc(C2Nc3ccccc3C(=O)N2NC(=O)c2ccccc2)cc1OC (stereo not drawn),-9%,0%,-0.7%,-0.3%,25%,1.5%,0.4,47,6%,-1%,
COc1ccc(/C=N/NS(=O)(=O)c2ccccc2)cc1OS(=O)(=O)c1ccccc1,-2%,3%,0.3%,-0.5%,8%,3.6%,0.2,32,-2%,-16%,
COc1ccc(C(=O)Nc2ccc3ccccc3c2)cc1OC,4%,2%,-0.3%,0.2%,4%,1.0%,1.4,70,6%,5%,
O=C(Nc1nc2c(s1)CCCC2)c1ccc(N2C(=O)CCC2=O)cc1,-3%,6%,0.2%,-0.1%[50 µM],6%,1.7%,0.2,61,8%,2%,
Cc1ccc(C(=O)NNC(=O)c2cccc(Br)c2)cc1,2%,4%,-1.9%,-1.5%,5%,-1.5%,1.9,59,12%,4%,
Cc1ccc(F)cc1NC(=O)CN1C(=O)NC2(CCCc3ccccc32)C1=O (stereo not drawn),1%,.,.,0.9%[50 µM],5%,-2.1%,-0.8,66,1%,.,
CC(=O)Nc1ccc2nc(CN3CCN(CC=C(C)C)C(CCO)C3)ccc2c1 (stereo not drawn),-3%,-8%,0.1%,0.2%,5%,1.2%,1.5,91,9%,16%,
O=C(CNC(=O)c1ccccc1F)OCC(=O)N1CCCc2ccccc21,-1%,5%,-0.7%,3.3%[50 µM],0%,2.1%,2.6,59,9%,27%,
CC[C@@H](C)[C@@H](C(=O)N1CCN(C(=O)OC(C)(C)C)CC1)n1cc(CCCCNC(=O)OC(C)(C)C)nn1,-1%,0%,0.2%,1.1%,5%,-0.4%,1.9,83,8%,9%,
O=C(Cc1nc2ccccc2[nH]1)N/N=C/c1ccccc1,4%,-1%,0.1%,1.1%,6%,0.8%,-2.0,85,-4%,4%,
CCOC(=O)c1sc2nc(C)nc(SC(C)C(=O)N(C)c3ccccc3)c2c1C (stereo not drawn),-12%,.,.,0.5%[50 µM],.,4.3%,16,55,5%,.,
NS(=O)(=O)c1ccc(CCNC(=O)CCc2nc3ccccc3s2)cc1,-4%,-5%,-0.1%,0.5%,1%,-1.1%,1.0,35,1%,8%,
CNCCOc1ccc(Cl)c(Cl)c1,-2%,5%,-0.4%,-2.5%,20%,-1.8%,0.0,37,26%,-2%,
CN(C)CCN1C(=O)c2oc3ccccc3c(=O)c2C1c1ccc(F)cc1 (stereo not drawn),2%,-3%,-0.7%,1.5%,10%,0.4%,-0.7,76,7%,20%,
Cc1ccc(C)c(-c2cc(C(=O)Nc3sc(C)c(C)c3C(N)=O)c3ccccc3n2)c1,1%,3%,1.1%,-0.1%,19%,23%,17,65,4%,20%,
Cc1ccc(S(=O)(=O)c2nc(Nc3nccs3)sc2Cl)cc1,-23%,2%,-0.7%,0.3%,-2%,9.5%,2.2,60,12%,-5%,
O=C1N/C(=N/c2ccccn2)SC1Cc1ccccc1 (stereo not drawn),-4%,-3%,-0.3%,0.6%[50 µM],13%,2.0%,0.0,38,2%,-5%,
COc1ccc(C(=O)CCS(=O)(=O)c2ccc(C)cc2)cc1,-3%,2%,-1.6%,1.4%[50 µM],35%,0.7%,0.6,58,6%,0%,
Cc1nn(Cc2ccc(F)cc2)c2sc(C(=O)Nc3ccccc3N3CCOCC3)cc12,-4%,9%,0.2%,-10%,-2%,1.2%,8.9,51,2%,-1%,
CCc1ccc(NC(=S)N2CCN(c3cccc(OC)c3)CC2)cc1,-8%,-3%,-0.8%,0.1%,-4%,1.8%,-0.7,50,4%,-6%,
COc1ccc(C2/C(=C(/O)c3ccc4c(c3)CC(C)O4)C(=O)C(=O)N2Cc2cccnc2)cc1 (stereo not drawn),-9%,-3%,-0.1%,0.1%,14%,0.1%,1.0,63,8%,19%,
CC(C)/C=C/C(=O)N1CCCC(N2CCN(c3ccccc3F)CC2)C1 (stereo not drawn),-7%,12%,-0.8%,-0.3%,6%,-0.7%,2.3,66,11%,-5%,NS5 inhibitors pilot replicate=1.2
CC1=NN(C(N)=S)C(=O)C1N=Nc1cccc(Cl)c1 (stereo not drawn),5%,15%,0.2%,-0.2%,16%,?,1.8,101,2%,-4%,
N#C/C(=C\c1ccccc1)C(=O)NNS(=O)(=O)c1ccc(Br)cc1,14%,.,.,2.1%,.,.,7.1,61,9%,.,
COc1ccc2cc(C(=O)C3CCCN(C(=O)c4cncs4)C3)ccc2c1 (stereo not drawn),1%,13%,-1.3%,-0.1%,25%,16%,0.0,78,9%,19%,
CCN(CC)S(=O)(=O)c1ccc(N2CCOCC2)c(NC(=O)C2CSC3(C)CCC(=O)N23)c1 (stereo not drawn),-5%,4%,-0.6%,0.0%,16%,2.5%,0.9,57,6%,-2%,
Cc1ccc(S(=O)(=O)N2CCN(CC(=O)N/N=C\c3cccnc3)CC2)cc1,-5%,0%,-0.4%,0.5%,11%,1.0%,-1.6,62,1%,12%,
CC(=O)N1CCC(N(CCCOC(C)C)C(=O)Nc2ccc(Cl)cc2)CC1,-3%,.,-0.5%,0.7%,.,2.2%,-0.5,81,3%,.,
COc1ccc(NC(=S)Nc2ccc(F)cc2)cc1,-5%,5%,-0.2%,0.0%,6%,4.1%,0.4,58,0%,-5%,NS5 inhibitors pilot replicate=-7.9
CCCc1c(C(=O)N/N=C/c2cccc(OCc3ccc(F)cc3)c2)nnn1-c1nonc1N,-5%,14%,1.4%,0.2%,0%,2.0%,9.5,74,10%,7%,
CCOc1ccc(-c2[nH]ncc2-c2csc(C)n2)c(O)c1,-5%,-1%,-0.2%,0.0%,9%,0.3%,1.1,70,14%,-5%,
COC(=O)CSc1nnc(CCc2nc3ccccc3[nH]2)n1C,-6%,-4%,-0.1%,0.2%,3%,0.3%,0.9,93,4%,9%,
COC(=O)c1ccc(CNC(=O)C2CCC(=O)N(Cc3cccc(F)c3)C2)cc1 (stereo not drawn),-8%,-5%,-0.6%,0.0%,16%,2.6%,-0.1,41,9%,-1%,
CCOC(=O)/C(C(=O)Nc1ccc(Cl)cc1Cl)=C1/NC(C)(C)Cc2ccccc21,.,-4%,-0.5%,.,4%,7.2%,0.4,88,.,6%,
CC(C)=NOc1cc(NC(=O)CCl)cc([N+](=O)[O-])c1,-3%,4%,-0.8%,-2.7%,14%,-2.5%,-0.5,49,15%,18%,
CCCN(CCC)C(=O)C1CCCN1S(=O)(=O)c1cccc2nsnc12 (stereo not drawn),-1%,-5%,0.3%,-0.1%,5%,0.6%,1.4,57,6%,2%,
CCOC(=O)CN1C(=O)N[C@@H](CCc2ccccc2)C(C(=O)OC)=C1C,-1%,.,-1.3%,-1.1%,3%,-0.9%,-3.3,83,1%,.,
O=C(COC(=O)c1ccc2c(c1)OCCO2)NCc1ccccc1,-1%,-11%,0.4%,0.6%,6%,1.1%,0.1,51,10%,3%,
N/C(=N\c1nc2ccccc2o1)NC(=O)c1ccccc1F,-14%,-1%,0.3%,0.3%,14%,1.0%,-0.4,60,6%,9%,
Cc1onc(-c2ccccc2Cl)c1C(N)=O,1%,-3%,-0.2%,0.0%,-1%,0.9%,0.5,65,4%,8%,
CCOC(=O)c1cccc(NC(=O)c2ccc3c(c2)C(=O)N(CC2CCCO2)C3=O)c1 (stereo not drawn),-6%,0%,0.1%,0.2%,15%,2.1%,2.8,73,1%,8%,
Cc1cnc(C(=O)OCC(=O)c2c[nH]c3ccccc23)cn1,-13%,.,.,0.9%[50 µM],.,0.8%,-2.4,81,1%,.,
CCOc1cc2[nH]c(=S)n(CCN3CCCCC3C)c(=O)c2cc1OCC (stereo not drawn),-4%,5%,2.4%,0.1%,20%,-2.2%,-0.7,81,9%,-17%,NS5 inhibitors pilot replicate=-2.4
CCOc1ccccc1C(=O)N[C@H](C(=O)NCc1ccccc1)C(C)C,3%,-5%,-1.5%,0.4%,3%,6.7%,1.2,67,2%,2%,
COc1ccc(N2CCN(C3CCCN(Cc4cccc(C)c4)C3)CC2)cc1 (stereo not drawn),7%,-3%,-0.9%,-0.7%,20%,-0.2%,0.6,62,16%,1%,
Cc1ccc(C)c(OCc2cc(C(=O)N3C[C@@H](C)O[C@@H](C)C3)no2)c1,-3%,4%,-0.3%,-0.1%,2%,0.8%,1.7,41,7%,-4%,
CC(=O)Nc1ccc(NC(=O)c2nc(-c3ccccc3)oc2C)cc1,-7%,12%,-0.3%,-0.7%,2%,-1.1%,1.0,64,6%,5%,
CCOC(=O)C1=C(O)C(=O)NC(c2ccccc2)=C(OCC)C1,-5%,-1%,0.2%,-0.8%[50 µM],9%,2.6%,-0.3,53,4%,-2%,
O=C(O)CC1SC(=O)N(CC(=O)c2ccccc2)C1=O (stereo not drawn),-1%,5%,-1.0%,0.2%,9%,0.2%,-1.2,46,6%,8%,
COc1cc([C@@H]2c3cc4c(cc3[C@@H](O[C@@H]3O[C@@H]5CO[C@@H](C)O[C@H]5[C@H](O)[C@H]3O)[C@H]3COC(=O)[C@H]23)OCO4)cc(OC)c1O,4%,.,0.3%,0.9%,8%,-1.9%,1.4,72,-6%,.,
CC(C)Oc1ccc(C(=O)NN2C(=O)NC3(CCCCC3)C2=O)cc1,0%,.,.,0.8%[50 µM],.,2.1%,-1.5,54,6%,.,
CCC1CCCCN1C(=O)COC(=O)c1cc2ccccc2cc1O (stereo not drawn),-4%,-5%,0.1%,-0.4%,10%,1.3%,1.5,55,11%,2%,
CC1(C)CC(=O)C=C(Nc2ccc(OCC(F)(F)C(F)F)cc2)C1,-8%,4%,-0.3%,0.0%,3%,0.9%,0.3,39,4%,-6%,
